# Screening results as filed in PubChem BioAssay.
# D1 PAM – enhances dopamine response at the human D1 receptor; HEK293 TREx D1 cells, calcium flux, dopamine EC20 potentiation; potentiation, % at 10 µM; AID 504651; 360,000 tested, 0.036% active; in the data active = potentiation above about 30%; also: 0% is about no effect
# Target sequence (P21728 whole entry, looked up): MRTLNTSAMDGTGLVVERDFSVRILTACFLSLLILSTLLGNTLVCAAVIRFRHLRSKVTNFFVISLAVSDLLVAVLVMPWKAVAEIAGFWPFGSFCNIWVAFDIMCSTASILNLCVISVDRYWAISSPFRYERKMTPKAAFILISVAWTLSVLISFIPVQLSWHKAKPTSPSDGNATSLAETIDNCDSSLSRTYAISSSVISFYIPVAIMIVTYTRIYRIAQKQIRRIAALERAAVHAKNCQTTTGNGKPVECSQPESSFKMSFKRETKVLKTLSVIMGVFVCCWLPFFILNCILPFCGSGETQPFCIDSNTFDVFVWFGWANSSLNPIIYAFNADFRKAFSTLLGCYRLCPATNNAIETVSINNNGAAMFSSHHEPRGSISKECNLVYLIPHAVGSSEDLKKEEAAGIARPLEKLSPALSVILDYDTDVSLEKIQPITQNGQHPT
# RXFP1 antag – RXFP1 (human) relaxin receptor antagonism | HEK293-RXFP1, relaxin-stimulated cAMP HTRF, 30 min; hits give low values | AID 1259400 | 350,000 tested, 0.59% active | Q9HBX9 | activity change, negative = inhibition, % at 57.5 µM;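 active = activity change of -60% or lower, but not beyond a set lower limit; inconclusive = change between -60% and -40%, or beyond the set limit; inactive = change above -40%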; also: % is scaled to controls: 0 for no effect and ±100 for the full control effect
# D1 antagonist – antagonists of human D1 dopamine receptor; P21728; HEK293 TREx D1 cells, calcium flux, dopamine EC80; hits give low values; activity change, negative = inhibition, % at 10 µM; 360,000 tested, 3.2% active; AID 504652; in the data active = activity change below about -30%; also: % is scaled to controls: 0 for no effect and ±100 for the full control effect
#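 Calcium flux readout: force-coupled, inducible Hek293 Trex D1 line, cells induced overnight at 30 C with tetracycline, dye-loaded 30–90 min at RT. Antagonism scored against EC80 dopamine challenge given 180 s after compound.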
# Vif-A3G inh – blocks the Vif interaction with human APOBEC3G. Q9HC16. HeLa A3G-eYFP + Vif (tagged APOBEC3G with the HIV-1 protein that degrades it), YFP fluorescence, overnight. Potency, µM (doses to about 46.1 µM), for inactives: top-dose activity, negative = active, hits mostly inhibitors. 410,000 tested, 0.076% active;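 also: potency is read from the fitted curve at half-maximal effect; % is scaled to controls: 0 for no effect and ±100 for the full control effect; nearly all actives have a fitted effect of over 60% in size; hits raise eYFP signal because A3G escapes Vif-driven loss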
#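 HeLa cells stably expressing Vif and C-terminally eYFP-tagged A3G, seeded overnight at 37 deg C, then exposed to compound by pintool overnight at 37 deg C. Rise in yellow fluorescence (Ex 488/Em 500-530, Acumen) marks blocked Vif-driven A3G degradation.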
# D1 ag – activates the human D1 dopamine receptor; activation, % at 2 µM; 360,000 tested, 1% active; AID 504660; HEK293 T-REx D1 cells, calcium flux, agonist mode; in the data active = activation above about 30%; also: 0% is about no effect
#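 Agonism was scored from calcium flux recorded over 180 s (1 read/s) after pintool compound addition, following a 10-cycle baseline. Cells were inducible force-coupled HEK293 TREx D1, plated overnight at 30 C and loaded with no-wash calcium dye.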
# Glioma ERSR ind – ER stress response induction in glioma | AID 602332 | U87-MG GRP78 promoter luciferase reporter, 16 h | Potency, µM, for inactives: top-dose activation, most hits filed as activators | 420,000 tested, 0.02% active; also: potency is read from the fitted curve at half-maximal effect; series mostly up to about 76 µM; % of control where 0% means no effect; nearly all actives have a fitted effect of over 35% in size
#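 ERSR induction read as luciferase luminescence (Bright-Glo, 10 min at room temperature) in stably transfected human U87-MG glioma cells exposed to compounds for 16 h, using GRP78 as sensor.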
# Vif-A3F inh – Vif-A3F binding inhibition; 390,000 tested, 0.2% active; Potency, µM (titrated, usually from 46.1 µM), for the others: at the highest dose activity, negative = active; HeLa A3F-eYFP + Vif (tagged APOBEC3F with the HIV-1 protein that degrades it), YFP fluorescence increase; also: potency is read from the fitted curve at half-maximal effect; % of control where 0% means no effect; nearly all actives have a fitted effect of over 65% in size
#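 HeLa cells stably expressing A3F-eYFP plus Vif, plated and incubated overnight at 37 deg C, then exposed to compounds overnight at 37 deg C. Blocked degradation read as raised yellow fluorescence (Ex 488/Em 500-530).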
# RXFP1 ag – activates the human relaxin receptor RXFP1; Q9HBX9; HEK293T-RXFP1 cAMP TR-FRET, 30 min; response scale: percent of porcine relaxin response, buffer zero; Potency, µM (top dose mostly 57.5 µM), for inactives: at the highest dose activation, actives largely listed as activators; 370,000 tested, 0.3% active; also: potency is read from the fitted curve at half-maximal effect; % is scaled to controls: 0 for no effect and ±100 for the full control effect; nearly all actives have a fitted effect of over 60% in size; many of its hits are not listed in these tables
#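 cAMP rise read by TR-FRET after 30 min, 37C compound exposure (up to 58 uM) in RXFP1-transfected HEK293 cells with Ro 20174 present. EC50 from Hill-equation fits, with 29 nM porcine relaxin as 100% and buffer as basal.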
# D2 PAM – positive allosteric modulators of human D2 dopamine receptor; P14416; potentiation, % at 10 µM; HEK293 T-REx D2, calcium flux, EC20 dopamine potentiation; AID 485347; 340,000 tested, 0.34% active;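 active = potentiation over 3 SD above the plate norm, cut at about 30% in these data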; also: 0% is about no effect
# Target sequence (P14416 whole entry, looked up): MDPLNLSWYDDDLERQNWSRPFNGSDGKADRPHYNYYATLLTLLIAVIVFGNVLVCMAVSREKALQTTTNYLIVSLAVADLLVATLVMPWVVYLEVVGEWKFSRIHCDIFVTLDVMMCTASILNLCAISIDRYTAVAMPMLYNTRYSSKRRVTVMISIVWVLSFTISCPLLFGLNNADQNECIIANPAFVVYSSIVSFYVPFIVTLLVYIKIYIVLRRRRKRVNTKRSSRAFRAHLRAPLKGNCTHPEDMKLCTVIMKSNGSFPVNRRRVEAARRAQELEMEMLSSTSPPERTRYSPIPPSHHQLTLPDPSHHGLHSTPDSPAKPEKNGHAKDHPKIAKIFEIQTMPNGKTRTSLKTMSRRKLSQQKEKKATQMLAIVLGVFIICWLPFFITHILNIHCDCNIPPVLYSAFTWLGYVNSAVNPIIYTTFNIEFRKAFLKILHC
#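 Using a no-wash calcium dye in inducible, force-coupled HEK293 Trex cells expressing D2, we tracked fluorescence each second for 180 s after compound, then for 180 s after EC20 dopamine to detect augmented signalling.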
# An asterisk follows results filed as active; ? = inconclusive; nt = no result given. Unless noted, calls follow the shape of the dose curve; as a rule, active = well fitted curve in the direction sought with a large enough effect; inconclusive = small, poorly fitted or top-dose-only effect, or another doubt; inactive = no such curve, though single readings can be large; an effect the other way counts as inactive or inconclusive. These rows are one share of the data; count on the stated rates, not on these rows.
SMILES,D1 PAM,RXFP1 antag,D1 antagonist,Vif-A3G inh,D1 ag,Glioma ERSR ind,Vif-A3F inh,RXFP1 ag,D2 PAM
COc1ccc(C#Cc2ccc3c(=O)c4ccccc4n(C)c3c2)cc1,-7,nt,13,1%,7,-2%,0%,12%,-5
O=C1N=C(N2CCCCC2)SC1=C1CCCCC1,0,-7,nt,-4%,-2,2%,2%,0.8%,-5
CCOC(=O)c1c(C)cc(C)[nH]c1=O,2,-1,10,1%,3,-2%,13%,3.8%,-2
COC(=O)[C@@]1(Cc2ccc(F)cc2)[C@H]2c3cc(C(=O)N(C)C)n(Cc4ccc(OC)c(OC)c4)c3C[C@H]2CN1C(=O)c1ccccc1,-2,nt,7,-7%,6,-5%,1%,-0.9%,2
COc1cc(-c2nnc(Sc3ccc(C(F)(F)F)cc3[N+](=O)[O-])o2)cc(OC)c1OC,-4,1,-6,0%,1,-1%,-15%,1.9%,2
O=C(NCc1ccccc1)C(=O)NCC(c1cccnc1)N1CCN(c2ccccc2)CC1 (configuration not stated),-1,-14,5,2%,7,-3%,3%,-0.3%,-7
COc1cccc(-c2nnc(SCC(=O)N3CCCC3=O)n2-c2ccccc2)c1,-1,-10,2,0%,-1,-3%,-3%,-0.8%,-5
FC(F)(F)c1ccnc(NCc2ccco2)n1,7,3,13,3%,0,-4%,-1%,1.6%,-12
CC(C)(CNC(=O)c1ccc(S(=O)(=O)Nc2ccccc2F)cc1)N1CCOCC1,-3,6,-7,-1%,1,-4%,2%,-0.6%,-8
O=C(Cn1cc(C(=O)C2CC2)c2ccccc21)NCc1ccc2c(c1)OCO2,-8,-6,17,-6%,0,-5%,-8%,2.8%,3
Oc1c(Br)cc(Br)c(/C=N/n2c(-c3ccccc3)n[nH]c2=S)c1Br,3,-28,-1,-5%,0,6%,?,-1.6%,17
CCOC(=O)c1cccc(NC(=O)c2cc(C)nc3c2c(C)nn3-c2ccc(C)cc2)c1,3,-31,1,-2%,3,0%,1%,11%,1
Cn1nnc2c(N3CCN(c4ccccc4Cl)CC3)ncnc21,1,-29,nt,0%,-2,-1%,2%,7.4%,8
CCn1nc(NC(=O)c2cccnc2)c2cc3ccccc3nc21,-4,-12,-4,-14%,0,-2%,-6%,0.6%,17
Cc1ccccc1N1CC(C(=O)N2CC(C)OC(C)C2)CC1=O (configuration not stated),5,-2,2,1%,0,-1%,-1%,0.3%,nt
CSc1ncccc1C(=O)NNc1cc(Cl)ccc1Cl,-6,-3,-1,-5%,1,3%,-12%,0.0%,-10
O=C(COc1ccc(Cl)cc1Br)N1CCN(S(=O)(=O)c2ccccc2)CC1,-7,-6,10,-1%,3,-5%,11%,-1.8%,4
COc1c(C)cccc1C(=O)NC(=S)Nc1cccc2nsnc12,3,-5,-8,-9%,2,-1%,-28%,21%,6
COc1ccc(OC)c(CNC(=O)C(C)n2nc(C)c3c(C)n(-c4ccccc4)nc3c2=O)c1 (configuration not stated),0,15,-10,6%,2,-1%,-9%,0.8%,nt
Cc1ccc(C(=O)NCC(=O)OCC(=O)N2CC(C)OC(C)C2)cc1 (configuration not stated),-3,9,0,0%,1,-4%,4%,-0.2%,1
O=C(CSc1nnc(-c2ccncc2)n1Cc1ccco1)Nc1ccccc1Cl,-6,6,-4,-1%,3,-6%,5%,3.8%,2
O=C(O)C1C2C=CC(C2)C1C(=O)N1CCN(CCO)CC1 (configuration not stated),-7,-14,-47*,1%,3,-3%,-10%,1.9%,-2
CCOC(=O)c1c(/N=C/N(C)C)sc(C=O)c1-c1ccccc1,0,-14,-1,0%,-3,-2%,0%,19%,nt
Cc1ccc(NC(=O)CSc2nc(=O)n(CCCN3CCOCC3)c3c2CCCC3)cc1F,-4,-6,9,-1%,1,-2%,-4%,1.7%,3
C=CCN(c1ccccc1Cl)S(=O)(=O)c1cccc(C(=O)OCC(=O)N(C)C2CCS(=O)(=O)C2)c1 (configuration not stated),3,-23,7,2%,3,-4%,-12%,0.9%,-2

# Overlap with the part before: 5 compounds; new compounds follow.
SMILES,D1 PAM,RXFP1 antag,D1 antagonist,Vif-A3G inh,D1 ag,Glioma ERSR ind,Vif-A3F inh,RXFP1 ag,D2 PAM
O=C(CSc1nnc(-c2ccncc2)n1Cc1ccco1)Nc1ccccc1Cl,-6,6,-4,-1%,3,-6%,5%,3.8%,2
O=C(O)C1C2C=CC(C2)C1C(=O)N1CCN(CCO)CC1 (configuration not stated),-7,-14,-47*,1%,3,-3%,-10%,1.9%,-2
CCOC(=O)c1c(/N=C/N(C)C)sc(C=O)c1-c1ccccc1,0,-14,-1,0%,-3,-2%,0%,19%,nt
Cc1ccc(NC(=O)CSc2nc(=O)n(CCCN3CCOCC3)c3c2CCCC3)cc1F,-4,-6,9,-1%,1,-2%,-4%,1.7%,3
C=CCN(c1ccccc1Cl)S(=O)(=O)c1cccc(C(=O)OCC(=O)N(C)C2CCS(=O)(=O)C2)c1 (configuration not stated),3,-23,7,2%,3,-4%,-12%,0.9%,-2
Cc1noc(C)c1COC(=O)C1(c2cccc(F)c2)CCCC1,-4,-2,5,3%,4,-1%,4%,1.4%,-14
C[C@H]1CN([C@@H](C)CO)C(=O)CCCn2nncc2CO[C@H]1CN(C)S(=O)(=O)c1ccc(Cl)cc1,nt,-2,nt,5%,nt,-6%,-11%,nt,nt
Cc1cccc(C(=O)NCc2ccc(S(N)(=O)=O)cc2)c1[N+](=O)[O-],17,-9,5,-1%,3,-2%,1%,1.4%,-5
COc1ccccc1C(=O)NCCC(=O)NCCc1ccccc1,-16,-9,-77*,-1%,2,4%,-2%,5.7%,6
Cc1ccc(-c2cc(C(=O)N/N=C/C=C/c3ccccc3)n[nH]2)s1,0,-19,12,-7%,2,6%,5%,0.7%,26
COc1ccc(CCNC(=O)c2cc3c(=O)n4ccccc4nc3n2C)cc1,-2,1,3,-4%,1,0%,0%,8.3%,-21
O=C(CCCOc1ccc(Cl)cc1Cl)Nc1ccccc1C(=O)O,-2,-34,-10,-1%,1,-3%,7%,2.5%,-5
CC(C)NC(=O)CS(=O)(=O)c1ccccc1,2,nt,1,-2%,2,-1%,1%,-1.3%,-10
Cc1ccc(C)c(NC(=O)CN2CCCN(Cc3cccc(Cl)c3)S2(=O)=O)c1,-2,-19,-79*,1%,6,-2%,5%,1.2%,-13
COc1cc(OC)cc(C(=O)Nc2cccc(C(C)=O)c2)c1,0,-5,-10,0%,-1,0%,3%,-3.0%,9
Cc1nn(Cc2ccc(F)cc2)c2sc(C(=O)Nc3nccs3)cc12,-9,-6,-14,-13%,0,-1%,1%,?,0
CC1(C(=O)O)Sc2[nH]c(=O)sc2C2c3ccccc3OC(=O)C21 (configuration not stated),-4,-10,10,-3%,4,2%,-4%,-0.7%,10
Cn1c(N2CCCC2)nc2c1c(=O)[nH]c(=O)n2C,-7,-1,-11,0%,2,2%,10%,2.1%,8
CCOC(=O)c1ccccc1NC1c2ccccc2C(=O)N1C1CCN(C(=O)OCC)CC1 (configuration not stated),2,5,3,-5%,12,-5%,0%,1.1%,3
Cc1ccc(N/C=C(/C#N)c2ccsc2)cc1,-4,-12,2,0%,1,3%,0%,0.9%,5
CCOC(=O)C1CCN(c2nc3c(S(=O)(=O)c4ccc(CC)cc4)nnn3c3ccc(Cl)cc23)CC1,-7,-12,-8,3%,6,-1%,1%,6.7%,-6
O=C(CN1CCN(CC(=O)Nc2cccc(F)c2)CC1)NCC1(N2CCOCC2)CCCCC1,7,-5,6,1%,0,-1%,0%,0.6%,-3
N#C/C(=C\c1ccc(Cl)cc1)c1nc2ccccc2o1,2,-9,0,-7%,8,5%,-13%,0.1%,-2

# Record cards, as listed above:
# C=CCN(c1ccccc1Cl)S(=O)(=O)c1cccc(C(=O)OCC(=O)N(C)C2CCS(=O)(=O)C2)c1 (configuration not stated) across the screens: D1 PAM = 3; RXFP1 antag = -23; D1 antagonist = 7; Vif-A3G inh = 2%; D1 ag = 3; Glioma ERSR ind = -4%; Vif-A3F inh = -12%; RXFP1 ag = 0.9%; D2 PAM = -2
# CC1(C(=O)O)Sc2[nH]c(=O)sc2C2c3ccccc3OC(=O)C21 (configuration not stated) across the screens: D1 PAM = -4; RXFP1 antag = -10; D1 antagonist = 10; Vif-A3G inh = -3%; D1 ag = 4; Glioma ERSR ind = 2%; Vif-A3F inh = -4%; RXFP1 ag = -0.7%; D2 PAM = 10
